Source: PubChem BioAssay
EBNA-1 inhibitor: EBNA-1 DNA-binding inhibitors, primary screen, biochemical, fluorescence polarization; inhibition, % at 14.8 µM; hit rate 0.34% among 300,000; in the data active = inhibition above about 28%
LYPLA2 inh: LYPLA2 inhibitors, primary screen, counter-screen for PME1 inhibitor project, biochemical, fluorescence polarization, FP-Rh probe ABPP; Acyl-protein thioesterase 2 (Homo sapiens), O95372; recombinant LYPLA2; inhibition, % at 5.9 µM; hit rate 0.38% among 320,000;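 active = inhibition above the screen-wide mean plus 3 SD, limit set per campaign, cut at about 26% in these data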;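 also: 0% = LYPLA2 with DMSO and 100% = wells lacking LYPLA2 enzyme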
Target sequence (O95372 whole entry, looked up): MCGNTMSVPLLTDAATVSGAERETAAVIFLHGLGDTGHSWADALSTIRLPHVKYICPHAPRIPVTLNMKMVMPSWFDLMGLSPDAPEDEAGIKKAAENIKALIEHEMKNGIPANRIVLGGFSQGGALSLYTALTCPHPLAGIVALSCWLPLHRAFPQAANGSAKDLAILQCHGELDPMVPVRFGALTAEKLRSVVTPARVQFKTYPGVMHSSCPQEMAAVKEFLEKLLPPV
PAFAH1B3 FP inh: PAFAH1B3 enzyme inhibitors, primary screen, biochemical, fluorescence polarization, human | Platelet-activating factor acetylhydrolase IB subunit alpha1 (Homo sapiens), Q15102 | recombinant PAFAH1B3, FP-rhodamine probe | inhibition, % at 3.39 µM | hit rate 0.28% among 340,000;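 active = inhibition above the screen-wide average of all tested compounds plus 3 SD, cut at about 25% in these data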;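 also: 0% = enzyme with DMSO only and 100% = wells lacking PAFAH1B3 protein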
Target sequence (Q15102 whole entry, looked up): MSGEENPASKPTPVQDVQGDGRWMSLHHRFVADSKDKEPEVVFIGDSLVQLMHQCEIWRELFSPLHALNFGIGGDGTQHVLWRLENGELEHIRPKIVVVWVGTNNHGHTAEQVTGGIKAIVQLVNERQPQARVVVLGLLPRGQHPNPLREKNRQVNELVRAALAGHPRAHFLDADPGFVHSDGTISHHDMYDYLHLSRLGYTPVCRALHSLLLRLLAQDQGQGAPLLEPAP
LYPLA1 counter: LYPLA1 inhibitors, primary screen, counter-screen for PME1 inhibitor project, biochemical, fluorescence polarization, FP-Rh probe ABPP | inhibition, % at 5.9 µM | Acyl-protein thioesterase 1 (Homo sapiens), O75608 | hit rate 0.16% among 320,000 | recombinant LYPLA1;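 active = inhibition above the mean of all tested compounds plus 3 SD, set per campaign, cut at about 14% in these data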;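 also: inhibitors block serine hydrolase probe labeling of LYPLA1 so polarization falls; 0% = enzyme with DMSO and 100% = wells lacking LYPLA1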
Target sequence (O75608 whole entry, looked up): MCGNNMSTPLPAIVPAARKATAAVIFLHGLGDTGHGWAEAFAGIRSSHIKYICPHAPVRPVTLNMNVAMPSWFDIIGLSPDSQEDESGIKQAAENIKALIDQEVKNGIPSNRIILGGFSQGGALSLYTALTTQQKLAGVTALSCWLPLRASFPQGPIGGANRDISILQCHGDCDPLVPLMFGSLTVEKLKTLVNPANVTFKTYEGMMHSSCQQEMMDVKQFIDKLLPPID
PREPL inhibitor: PREPL enzyme inhibitors, primary screen, biochemical, fluorescence polarization. inhibition, % at 5.96 µM. AID 2751, 2010. hit rate 0.68% among 320,000. recombinant PREPL, fluorescence polarization activity-based probe; in the data active = inhibition above about 43%;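 also: 0% = enzyme with DMSO and 100% = wells lacking enzyme; many of its hits are not listed in these tables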
ZTA counter: ZTA (EBV) inhibition in EBNA-1 counter-screen; ZTA-DNA binding, fluorescence polarization; hit rate 0.15% among 320,000; inhibition, % at 11 µM; in the data active = inhibition above about 33%
PAFAH2 FP inh: PAFAH2 enzyme inhibitors, primary screen, biochemical, fluorescence polarization, human; inhibition, % at 3.39 µM; recombinant PAFAH2, FP-rhodamine activity probe; Platelet-activating factor acetylhydrolase 2, cytoplasmic (Homo sapiens), Q99487; AID 492956, 2010; hit rate 0.99% among 340,000;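 active = inhibition above the mean over all tested compounds plus 3 SD, cut at about 30% in these data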;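 also: inhibitors block probe labeling of enzyme so polarization drops; 0% = enzyme with DMSO and 100% = wells lacking PAFAH2 protein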
PAD4 FP inh: human PAD4 inhibitors, primary screen, biochemical, fluorescence polarization, 1536-well format. AID 485272, 2010. hit rate 0.41% among 330,000. recombinant PAD4, RCA probe fluorescence polarization. inhibition, % at 6.36 µM;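 active = percent inhibition above a cutoff equal to the mean of all tested compounds plus 3 SD, cut at about 15% in these data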;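 also: 0% = PAD4 with RCA probe and DMSO and 100% = probe without PAD4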
GSTO1 counter: inhibitors of recombinant GSTO1, primary screen, counter-screen for RBBP9 inhibitor project, biochemical, fluorescence polarization | hit rate 1.1% among 300,000 | inhibition, % at 5.96 µM | Glutathione S-transferase omega-1 (Homo sapiens), P78417 | activity-based probe fluorescence polarization;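 active = inhibition above the campaign mean inhibition plus 3 SD, cut at about 35% in these data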;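 also: 0% = GSTO1-1 with DMSO and 100% = wells lacking GSTO1-1 enzyme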
Target sequence (P78417 whole entry, looked up): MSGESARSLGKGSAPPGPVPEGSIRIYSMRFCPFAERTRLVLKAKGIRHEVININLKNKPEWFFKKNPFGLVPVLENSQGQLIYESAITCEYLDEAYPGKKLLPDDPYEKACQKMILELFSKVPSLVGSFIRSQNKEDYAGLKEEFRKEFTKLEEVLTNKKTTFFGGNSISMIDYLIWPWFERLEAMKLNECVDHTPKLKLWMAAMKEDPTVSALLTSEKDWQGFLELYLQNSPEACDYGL
Starred values were filed as active, the others as inactive; . = no result given.

No.	canonical_smiles	EBNA-1 inhibitor	LYPLA2 inh	PAFAH1B3 FP inh	LYPLA1 counter	PREPL inhibitor	ZTA counter	PAFAH2 FP inh	PAD4 FP inh	GSTO1 counter
1	O=C(NNC(=O)C1CCCC1)c1ccc(F)cc1	6	2	-2	-3	4	-2	-1	1	4
2	Cc1ccccc1N(CC(=O)NC1CCCCC1)C(=O)CCCC(=O)Nc1ccccn1	2	2	-3	2	4	-14	-5	-4	5
3	CC(C)(O)C#Cc1ccc(C(=O)NC(CCCNC(N)=O)C(=O)O)s1 (configuration not stated)	17	-6	7	-1	-5	6	3	-6	-6
4	COC1CCCCC1NS(=O)(=O)c1ccc(Cl)cc1 (configuration not stated)	1	2	9	-2	-2	8	7	4	0
5	O=C1OC(N2CCN(C(=O)c3ccco3)CC2)c2ccccc21 (configuration not stated)	4	1	0	-5	0	5	5	2	-3
6	CCOc1ccc(-c2nn3c(-c4ccccc4)nnc3s2)cc1	-1	6	-2	1	-6	-7	2	2	2
7	COc1cccc(CNC(=O)c2ccc(NS(=O)(=O)c3ccc4[nH]c(=O)[nH]c4c3)cc2)c1	.	0	9	-3	-6	-15	1	-8	.
8	COc1ccc(NC(=O)Nc2ccccc2C(N)=O)cc1	13	0	-1	-2	2	-14	11	-6	-5
9	O=C(Cc1c(Cl)cccc1Cl)OCc1ccccn1	-4	-6	7	-7	-7	1	-3	4	5
10	O=C(Cn1nc(Br)nc1Br)c1ccccc1	-7	4	47*	-4	2	2	52*	4	10
11	Cc1cccc(NC(=S)NCc2ccc(F)cc2)c1C	5	-5	3	-4	-7	4	-2	3	7
12	COc1ccc2nc(SC)c(C#N)cc2c1	-2	-1	2	2	-5	2	5	-5	4
13	COCCN1CCc2c(C)nc3c(-c4ccc(OC)c(OC)c4)cnn3c21	6	6	8	2	14	-3	1	-2	-2
14	C/C(=N\NC(=O)CC#N)C1COc2ccccc2O1 (configuration not stated)	-7	-5	3	-1	14	8	0	-1	-7
15	Cc1cccc(OCC(=O)N/N=C/c2ccccc2C(=O)O)c1	-6	4	6	-2	2	11	-4	-2	0
16	Cc1sc(NC(=O)CCC(=O)O)c(C#N)c1C	-11	-1	12	0	5	13	0	-2	5
17	Cn1nc(C(F)(F)F)cc1C(=O)NC1CCCCCC1	8	1	0	-1	-1	17	-3	0	-12
18	CN(CC(=O)Nc1c(Cl)cccc1Cl)C(=O)C1CCN(C(=O)Nc2ccccc2)CC1	16	1	7	2	5	24	4	3	7
19	O=C(Nc1ccccc1Cl)C1CCN(Cc2cnn(-c3ccccc3)c2-n2cccc2)CC1	-3	-4	2	-3	10	-22	0	1	2
20	CCOC(=O)N1C(=O)[C@@](CC)(c2ccccc2)N1C(=O)OCC	6	-2	7	-3	13	-14	6	-7	6
21	COc1ccc(-c2noc(-c3ccco3)n2)cc1OC	11	7	7	-2	2	11	-3	6	7
22	CSC1=N/C(=C\c2cccnc2)C(=O)N1c1ccccc1	14	-2	4	0	10	-10	-3	-1	3
23	c1coc(Cn2nnnc2CN2CCN(C3CCCCC3)CC2)c1	0	-1	8	-4	6	3	-3	3	2
24	O=C(COC(=O)/C=C/c1ccc(OC(F)F)cc1)NC1CCCCCCC1	-13	2	3	-1	10	3	66*	-4	9
25	CN1C(=O)C(=C2CCCCCC2)SC1=S	3	17	7	-2	-2	2	-2	3	4
26	CC1(C)CC(=O)C2=C(C1)Oc1ncn(CCCO)c(=N)c1C2c1ccccc1 (configuration not stated)	-1	-3	2	0	-6	-3	12	3	1
27	COC(=O)c1cccc(NC(=O)c2ccc3c(c2)C(=O)N(Cc2cccnc2)C3=O)c1	2	8	4	20*	-3	-3	-1	3	3
28	CCOc1ccc(/C=C2\SC(=S)N(CCC(=O)Nc3ccccc3C(=O)O)C2=O)cc1	4	-3	3	-3	0	-12	3	-1	-4
29	O=C(N/N=C/c1c[nH]c2ccccc12)C1CC1(c1ccccc1)c1ccccc1 (configuration not stated)	5	6	8	1	5	5	4	3	-1
30	CC(=O)Nc1ccc(C(=O)OCC(=O)NC(=O)NC(C)(C)C)cc1	1	-7	7	-1	-1	-8	41*	5	5

Other structures
No.	canonical_smiles	EBNA-1 inhibitor	LYPLA2 inh	PAFAH1B3 FP inh	LYPLA1 counter	PREPL inhibitor	ZTA counter	PAFAH2 FP inh	PAD4 FP inh	GSTO1 counter
31	COc1cc(OC)cc(C(=O)NC(=S)Nc2ccc3oc(=O)ccc3c2)c1	-1	-5	3	-1	1	3	-1	2	1
32	CC1(/[N+]([O-])=C/c2ccc(Cl)cc2Cl)CCCCC1=O (configuration not stated)	5	4	.	3	2	3	.	0	9
33	O=C1N=C(N2CCN(c3ccccc3)CC2)SC1Cc1ccccc1 (configuration not stated)	2	1	9	0	-28	5	1	0	1
34	NS(=O)(=O)c1ccc(NC(=S)NCc2ccc(F)cc2)cc1	-4	-6	11	1	-16	9	9	-2	1
35	CC(C)[C@H](NC(=O)c1ccccc1)C(=O)OCC(=O)c1ccc2c(c1)NC(=O)CO2	3	18	6	2	10	-9	-3	5	21
36	COc1ccc(OC)c(NC(=O)C2CCC(CNc3c(N4CCC(C)CC4)c(=O)c3=O)CC2)c1 (configuration not stated)	4	6	2	45*	21	-7	8	-5	8
37	COc1ccc(Cc2nc3ccc(C(=O)N4CCCC4)cc3o2)cc1OC	-7	3	1	1	0	8	1	-1	0
38	O=c1/c(=C\c2cccc(O)c2)sc2nc(-c3ccccc3)c(-c3ccccc3)n12	22	-41	-20	-22	2	24	-20	0	-37
39	O=C(Cn1cc(S(=O)(=O)Cc2ccc([N+](=O)[O-])cc2)c2ccccc21)N1CCOCC1	4	10	10	5	2	6	-11	-1	-1
40	CSc1nc(-c2ccccc2)c2cc(Cl)ccc2n1	-7	0	0	3	-8	0	-1	-7	0
41	CCOC(=O)CC(=O)Nc1ccc(C(=O)OCC)cc1	2	10	2	1	-2	-32	-2	-2	-4
42	CC(=O)/C(=N\Nc1ccccc1)Sc1nncn1C	-4	1	6	1	9	-4	6	2	4
43	O=C(COC(=O)Cc1ccsc1)Nc1cccc(F)c1	.	9	3	4	10	-17	17	-2	.
44	COc1ccccc1CN1C[C@@H]2C[C@@H](C3=Cc4cccc(OC)c4OC3)N3CCC[C@@]23C1=O	6	-3	7	3	10	-1	-1	0	-1
45	CN(CC12CC3CC(CC(C3)C1)C2)C(=O)c1ccco1	13	8	18	5	3	-10	3	2	4
46	O=C(NC(=S)Nc1cccc(CO)c1)c1ccc(-c2ccccc2)cc1	10	9	-9	-4	12	11	-4	2	-7
47	COc1cccc(C(=O)NNC(=O)CCc2ccccc2)c1	-6	7	-1	4	-6	-5	2	-6	2
48	CSc1ccc(C(=O)C2CCCN(S(=O)(=O)N(C)C)C2)cc1 (configuration not stated)	0	5	1	-1	18	-5	-13	-5	0
49	O=C(OCC(=O)c1ccc(Cl)s1)c1cncc(Br)c1	.	.	-1	.	8	.	8	-6	.
50	CC(C)CC(NC(=O)c1cccs1)c1nnc(SCc2ccc(Cl)c(Cl)c2)n1C (configuration not stated)	5	0	9	0	12	7	4	-3	5
51	Cc1ccc(C(=O)N2CCCCC2C(=O)O)o1 (configuration not stated)	1	-1	3	0	1	13	-8	-2	6
52	CCOC(=O)Cc1csc(SCC(=O)NC2CCCC(C)C2C)n1 (configuration not stated)	1	13	3	3	6	14	4	-6	3
53	Clc1ccccc1C1=Nn2c(nnc2-c2ccco2)SC1	0	0	.	4	-4	-5	.	-1	2
54	CC(=O)c1cc(F)ccc1OCC(=O)N1CCCc2ccccc21	9	0	6	-1	4	-1	-9	2	1
55	C[C@@H](C(=O)NCCc1ccccc1F)N1C(=O)N2CCc3c([nH]c4ccccc34)[C@@]2(C)C1=O	6	-1	0	-1	6	8	11	-1	-2
56	CC(C)Cn1c(-c2ccccc2)nc(=S)c2c1CCCC2	-2	0	1	1	3	0	-11	-2	1
57	CC1CCCC(NC(=O)CN2C(=O)NC(C)(c3cc(F)ccc3F)C2=O)C1C (configuration not stated)	.	.	4	.	14	.	-1	2	.
58	S=C(Nc1ccccc1)N1CCOCCOCCN(C(=S)Nc2ccccc2)CCOCCOCC1	5	-1	-4	0	10	16	-2	6	11
59	Cc1ccc(NC(=O)C(c2ccccc2)N2CCN(C(=O)c3ccco3)CC2)cc1Cl (configuration not stated)	.	-7	1	-7	4	-21	-9	1	.
60	CC(=O)c1sc(-c2ccc(Cl)cc2)cc1N	8	-3	-2	0	-2	11	-5	-1	-1

Ordered by molar mass (smallest number first): some entries from above.
No.	canonical_smiles	EBNA-1 inhibitor	LYPLA2 inh	PAFAH1B3 FP inh	LYPLA1 counter	PREPL inhibitor	ZTA counter	PAFAH2 FP inh	PAD4 FP inh	GSTO1 counter
40	CSc1nc(-c2ccccc2)c2cc(Cl)ccc2n1	-7	0	0	3	-8	0	-1	-7	0
35	CC(C)[C@H](NC(=O)c1ccccc1)C(=O)OCC(=O)c1ccc2c(c1)NC(=O)CO2	3	18	6	2	10	-9	-3	5	21
36	COc1ccc(OC)c(NC(=O)C2CCC(CNc3c(N4CCC(C)CC4)c(=O)c3=O)CC2)c1 (configuration not stated)	4	6	2	45*	21	-7	8	-5	8

The list goes on.
No.	canonical_smiles	EBNA-1 inhibitor	LYPLA2 inh	PAFAH1B3 FP inh	LYPLA1 counter	PREPL inhibitor	ZTA counter	PAFAH2 FP inh	PAD4 FP inh	GSTO1 counter
61	O=C(c1ccc2c3c(cccc13)CC2)C1CCCN(C(=O)c2cc[n+]([O-])cc2)C1 (configuration not stated)	-8	-4	5	4	18	-6	6	-2	1
62	O=C(c1cccc(S(=O)(=O)N2CCOCC2)c1)N1CCCCCC1	13	3	-6	-1	17	4	-5	-4	-1
63	Cc1cc(Cl)c2oc(C(=O)N(C)Cc3ccon3)c(C)c2c1	-8	-4	4	-2	8	-10	-8	-4	-2
64	Cc1cc(C)nc(Nc2ccc(C(=O)O)cc2)n1	-1	3	1	1	-8	-4	11	-2	2
65	CC(C)(C)c1ccc(-c2nnc3sc(-c4ccccn4)nn23)cc1	9	-10	3	-5	1	12	8	-1	-7

A portion of the library. The share of hits here may be higher or lower than overall.
